Screens as filed in PubChem.
Eya2 inh: blocks the phosphatase activity of human Eya2 | O00167 | recombinant Eya2, OMFP fluorescence dephosphorylation (OMFP is methylfluorescein phosphate) | Potency, µM (doses to about 76.9 µM), for inactives: at the highest dose activity, negative = inhibition, actives largely listed as inhibitors | hit rate 0.006% among 330,000 | AID 488837; also: potency is read from the fitted curve at half-maximal effect; % is scaled to controls: 0 for no effect and ±100 for the full control effect
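Eya2 (0.2 uM) preincubated 10 min at ambient with compound, then OMFP substrate added at 50 uM; 10 min reaction in 50 mM HEPES pH 7.5, 50 mM NaCl, 5 uM MgCl2, 0.05% BSA, 1 mM DTT. Fluorescence read at Ex 485/Em 525 nm.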
Integrin act MD: activates integrin-mediated alleviation for muscular dystrophy | AID 624291 | Potency, µM (series often up to 38.3 µM), for the others: at the top dose activation, actives largely listed as activators | hit rate 0.064% among 350,000 | alpha7betagal myoblasts, beta-gal FDG fluorescence, 48 h;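 also: potency is read from the fitted curve at half-maximal effect; 100% = response of the positive control SU9516; nearly all actives have a fitted effect of over 60% in size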
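alpha7betagal+/- myoblasts (passage 13, 250/well) treated 48 h at 37C with compounds at 1:260 dilution of DMSO stock. Lysed, then beta-galactosidase activity read as FDG fluorescence (ex 480/em 540) after 30 min, with pre-read for autofluorescence.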
PTAP TSG101 blk: blocks PTAP/TSG101 interaction to inhibit HIV-1 budding; Q99816; Fluorescence polarization, FITC-PTAP peptide / Tsg101 binding; Potency, µM (top dose mostly 115 µM), without a hit: top-dose activity change, negative = inhibition, hits mostly inhibitors; 340,000 tested, under 10 active; AID 493005; active = well fitted inhibition curve with a large enough effect in the main read-out, with a control signal flat, not every such curve was filed as active; inconclusive = small, poorly fitted or top-dose-only effect, or effect the other way, or a change in a side signal; inactive = no such curve, though single readings can be large or run the other way; also: potency is read from the fitted curve at half-maximal effect; % of control where 0% means no effect
Target sequence (Q99816 whole entry, looked up): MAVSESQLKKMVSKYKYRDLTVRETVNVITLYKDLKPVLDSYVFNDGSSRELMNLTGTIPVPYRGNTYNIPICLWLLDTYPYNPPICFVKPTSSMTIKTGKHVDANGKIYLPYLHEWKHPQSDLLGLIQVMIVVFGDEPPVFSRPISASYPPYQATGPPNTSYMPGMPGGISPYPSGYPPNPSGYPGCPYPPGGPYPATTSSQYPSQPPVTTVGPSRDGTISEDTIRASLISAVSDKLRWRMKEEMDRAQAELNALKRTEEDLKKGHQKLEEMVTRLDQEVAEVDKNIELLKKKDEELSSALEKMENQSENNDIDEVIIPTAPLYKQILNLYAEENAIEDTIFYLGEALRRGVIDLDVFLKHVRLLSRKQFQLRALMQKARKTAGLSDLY
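FP read-out: FITC-PTAP peptide, 50 nM final, binding Tsg101 binding domain, 10 uM final; 20 min, r.t.; 10 mM HEPES pH 7.5, 0.15 M NaCl, 0.01% Tween 20, 3 mM EDTA, 0.1 mM TCEP.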
ASM inhibitor: human S-ASM enzyme inhibition. P17405. placental ASM, HMU-PC fluorogenic substrate, 60 min. Potency, µM (doses to about 57.5 µM), for inactives: at the highest dose activity change, negative = inhibition, most hits filed as inhibitors. hit rate 0.006% among 340,000. AID 504937; also: potency is read from the fitted curve at half-maximal effect
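Human placenta-derived ASM preincubated with compound 10 min at room temperature, then reacted with 9 uM (final) fluorogenic HMU-PC substrate for 60 min at 37 C. Stop solution raises pH to 10; fluorescence read at Ex 386/Em 447 nm.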
BRCA1 expr up: increases BRCA1 expression. Potency, µM (highest dose often 46.1 µM), without a hit: at the top dose activation, most hits filed as activators. AID 624202. MCF7-BRCA1-FFLuc reporter, luminescence, 48 h; response scale: scaled: vehicle 0%, 10 µM genistein 100%. hit rate 1.1% among 380,000; also: potency is read from the fitted curve at half-maximal effect; nearly all actives have a fitted effect of over 80% in size; some results filed as inactive show a strong effect at the top dose
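Using MCF7 cells harboring a BRCA1 firefly luciferase reporter, plated 2 h before compound pinning, the screen measured luminescence after 48 h incubation. Responses were normalized to DMSO and 10 microM genistein, then fitted for concentration-effect.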
B2AR arrestin: agonists driving beta-arrestin recruitment to human beta2-adrenergic receptor; P07550; beta-arrestin recruitment to beta2AR, cell-based reporter; Potency, µM (doses to about 46.1 µM), without a hit: at the highest dose activation, actives largely listed as activators; hit rate 0.02% among 330,000;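 also: potency is read from the fitted curve at half-maximal effect; 0% = DMSO controls and full agonism = EC100 isoproterenol or metaproterenol; nearly all actives have a fitted effect of over 65% in size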
Target sequence (P07550 whole entry, looked up): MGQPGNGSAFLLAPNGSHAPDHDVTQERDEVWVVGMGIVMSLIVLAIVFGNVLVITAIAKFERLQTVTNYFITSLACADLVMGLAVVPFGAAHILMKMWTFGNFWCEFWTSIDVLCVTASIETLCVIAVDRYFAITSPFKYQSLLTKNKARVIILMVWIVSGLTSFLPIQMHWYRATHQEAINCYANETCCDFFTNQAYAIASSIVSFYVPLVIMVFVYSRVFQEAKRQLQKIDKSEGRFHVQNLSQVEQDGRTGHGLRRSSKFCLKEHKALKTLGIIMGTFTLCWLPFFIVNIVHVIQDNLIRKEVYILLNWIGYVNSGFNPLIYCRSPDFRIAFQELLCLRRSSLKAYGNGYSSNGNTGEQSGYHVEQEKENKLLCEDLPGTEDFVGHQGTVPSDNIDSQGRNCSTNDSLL
USP2a inh: blocks human ubiquitin-specific protease USP2a; O75604; USP2 core, Ub-CHOP2 coupled fluorogenic reporter, 485/531; Potency, µM (titrated, usually from 38.3 µM), inactives show at the top dose activity change, negative = inhibition, actives largely listed as inhibitors; hit rate 0.01% among 330,000; AID 463254;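 also: potency is read from the fitted curve at half-maximal effect; plate controls were DMSO wells for no effect and full inhibition by NEM control for full effect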
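Cell-free coupled assay: 10nM USP2 core preincubated 30min RT with compound in Tris-HCl pH 8.0/CaCl2/CHAPS buffer, then 25nM Ub-CHOP2 and 25nM reporter substrate; fluorescence (Ex 485/Em 531) read after 60min RT, normalized to NEM inhibition, concentration-response curves fitted.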
TRPV1 agonist: human TRPV1 agonism. Q8NER1. TRPV1-expressing cells, Fluo-8 calcium influx, agonist mode. hit rate 0.19% among 320,000. activation, % at 8.33 µM; in the data active = activation above about 80%; inconclusive = between about 30% and that limit; also: 0% is about no effect
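TRPV1-expressing cells were cultured overnight at 35.5C and loaded with Fluo-8 calcium dye for 40 to 90 min at room temperature. After a 10 s baseline, compound was added and calcium influx was read kinetically for 3 min (ex 480/em 520 nm).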
uPA generation: inhibitors of cell surface uPA generation; hit rate 0.31% among 330,000; AID 540303; cell surface uPA generation assay, qHTS; Potency, µM (doses to about 38.3 µM), for the others: top-dose activity change, negative = inhibition, hits mostly inhibitors; active = well fitted inhibition curve with a large enough effect; inconclusive = small, poorly fitted or top-dose-only effect; inactive = no such curve, though single readings can be large or run the other way; tested in mouse RAW 264.7 cells; also: potency is read from the fitted curve at half-maximal effect; % is scaled to controls: 0 for no effect and ±100 for the full control effect; nearly all actives have a fitted effect of over 55% in size
ELG1 genotoxic: induces genotoxicity in HEK293T cells with luciferase-tagged ELG1. HEK293T ELG1-luciferase reporter, luminescence, 16 h. Potency, µM (top dose mostly 46 µM), without a hit: at the top dose activity change, positive = activation, actives largely listed as activators. hit rate 1.3% among 330,000; also: potency is read from the fitted curve at half-maximal effect; % of control where 0% means no effect; nearly all actives have a fitted effect of over 60% in size
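Quantitative HTS format in 1536-well plates. HEK293T ELG1-luciferase reporter cells receive test compound and are incubated 16 hr at 37 °C, 5% CO2; ONE-Glo added, 30 min room temperature, then luminescence read.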
p53 reactivation: mutant p53 re-activation in reporter cells | Potency, µM (titrated, usually from 92.2 µM), for the others: at the highest dose activity change, positive = activation, most hits filed as activators | hit rate 0.063% among 320,000 | H1299 p53-A138V BP100-luciferase reporter, luminescence, 24 h | AID 504706; also: potency is read from the fitted curve at half-maximal effect; % of control where 0% means no effect; nearly all actives have a fitted effect of over 45% in size
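H1299 (p53-null), stable ts p53-A138V + BP100-Luc; 1000 cells/well, Opti-MEM/10% FBS; cpd 4 pt, 1:5; 24 h, 37 deg C, 5% CO2; detection reagent 10 min RT; luminescence.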
An asterisk follows results filed as active; ? = inconclusive; / = not tested or not shown; & = joins results of further samples; [ ] = dose if it differs, or a comment. Unless noted, calls follow the shape of the dose curve; as a rule, active = well fitted curve in the direction sought with a large enough effect; inconclusive = small, poorly fitted or top-dose-only effect, or another doubt; inactive = no such curve, though single readings can be large; an effect the other way counts as inactive or inconclusive.

SMILES | Eya2 inh | Integrin act MD | PTAP TSG101 blk | ASM inhibitor | BRCA1 expr up | B2AR arrestin | USP2a inh | TRPV1 agonist | uPA generation | ELG1 genotoxic | p53 reactivation
CCOc1cc(N2CCOCC2)c(OCC)cc1NC(=O)c1cc(-c2ccco2)nc2ccccc12 | 23% | 0% | -2% | -5% | -54% | 0.1% | 0% | 9 | 5% | -13% | -3%
Cc1ccc(S(=O)(=O)N2CCCSCC2)cc1 | 4% | 12% | 0% | 5% | 27% | 0.2% | -7% | -6 | 3% | -6% | -10%
CCN1/C(=C2\C(=O)N(C)C(=S)N2C)C=Cc2cc(OC)ccc21 | -3% | 1% | -1% | 72%[activator] | -22% | -0.6% | 5% | -5 | -2% | 4% | -12%
O=C(Nc1ccc(SC(F)F)cc1)c1cccc2nc3ccccc3nc12 | -6% | 0% | -5% | -3% | -25% | -0.1% | -2% | 0 | 1% | 18% | 1%
COc1ccccc1CNC(=O)C(CC(C)C)NS(=O)(=O)c1ccc2c(c1)oc(=O)n2C (stereo not given) | -5% | 2% | -1% | 0% | -5%&-11% | -0.2% | 5% | 2 | 6% | 0% | 0%
O=C(NCCc1ccccc1Cl)C1CC(=O)N(C2CCCCC2)C1 (stereo not given) | -6% | 0% | -6% | 3% | 21% | -0.4% | 2% | 4 | 3% | -3% | -1%
N#Cc1ccc(COn2nnc3ccccc32)cc1 | 12% | 21% | -1% | 1% | ? | -0.1% | 3% | ? | -4% | 10% | 23%
O=C(COC(=O)c1cccnc1Cl)NCc1ccco1 | 5% | 7% | -3% | 0% | -2% | 0.0% | 4% | -1 | -1% | 4% | 0%
Cc1noc(C)c1COC(=O)CN(C)S(=O)(=O)c1ccc(Cl)cc1 | 25% | -17% | 0% | -2% | 9% | 0.9% | 2% | 1 | 2% | 2% | 5%
COC(=O)c1nnn(CC(=O)Nc2cccc(Cl)c2C)c1C(=O)OC | -10% | 22% | -9% | 35%[activator] | 5% | -0.5% | 3% | 0 | -6% | 1% | 1%
Cc1ccc(S(=O)(=O)NC(=O)Nc2ccc(OC(F)F)cc2)cc1 | -24% | ? | -1% | 2% | -5% | 0.2% | 9% | -5 | -11% | 0% | 11%
O=C(Nc1ccc(Cl)c(Cl)c1)Nc1ccccc1C(=O)O | 0% | -4% | -2% | 13% | 10% | -0.2% | -1% | -4 | -16% | 2.3µM* | 16%
N#CCC(=O)N/N=C/c1ccc(OC2CSC2)cc1 | 9% | 26% | -3% | -1% | -3% | -1.5% | -3% | 3 | 1% | 4% | -1%
COc1ccc(OCc2nc(N)nc(Nc3ccccc3OC)n2)cc1 | -14% | 12% | -3% | 3% | -1% | 0.0% | 1% | 2 | 0% | -1% | 1%
CCOc1ccc(OCC)c(NC(=O)CSc2nc3ccccc3c(=O)n2C)c1 | -5% | -35%[inhibitor] | 1% | -5% | -69% | -1.2% | -1% | 3 | -2% | -7% | -3%
Nc1nnc(-c2ccc(Cl)cc2)s1 | -6% | 0% | -5% | -1% | 61% | -0.2% | -4% | 1 | -20% | ? | 5%
CCC(C)NC(=O)c1cn(C)c(=O)c2cc(OC)c(OC)cc12 (stereo not given) | -9% | -6% | 0% | 5% | 16% | -0.1% | 2% | 1 | 3% | -1% | -3%
Cc1nc(-c2ccccc2Cl)sc1C(=O)/C=C/N(C)C | 10% | 10% | -2% | 0% | ? | 0.0% | 4% | 18 | -7% | ? | 7%
Cc1ccc2nc(-c3cccc(-c4cccc(Cl)c4)c3)c(NCc3ccccc3)n2c1 | -8% | -22% | -1% | 72%[activator] | -20% | -0.1% | -1% | ? | ? | -5% | -1%
O=C(O)Cn1c(=O)c(F)cn(C2CCCO2)c1=O (stereo not given) | 1% | -3% | -7% | 4% | 6% | 0.4% | 0% | 1 | 2% | 0% | 3%
O=C1CCN(S(=O)(=O)c2ccccc2)N1 | 4% | 9% | -1% | -1% | -7% | 0.4% | 3% | -3 | -4% | 2% | 0%
CC(C)(C)c1cc(NC(=O)NN2CCOCC2)nn1-c1c(Cl)cc(Cl)cc1Cl | -3% | 1% | -5% | -2% | 1% | -0.2% | 1% | 30 | -9% | 0% | 1%
CC1(C)C(C=C(Cl)Cl)C1C(=O)N1CCN(Cc2ccccc2)CC1 (stereo not given) | -1% | -34% | -12% | 3% | -25% | -0.9% | -2% | ? | 0% | -9% | -2%
COc1cccc(CN2CCN(Cc3ccc4c(NC(C)=O)cccc4n3)CC2CCO)c1 (stereo not given) | -5% | 6% | -2% | 16% | -9% | -0.2% | 4% | 0 | 0% | 0% | 1%
COc1cccc2c1C(=O)c1c(O)c3c(c(O)c1C2=O)CC(O)(C(C)=NNC(=O)c1ccc(Cl)c(Cl)c1)CC3OC1CC(N)C(O)C(C)O1 (stereo not given) | / | -55%[inhibitor] | ? | ? | -97% | / | / | / | -17% | / | /
CSc1nc(C)c(Oc2ccccc2)c(=O)n1C | -8% | 15% | -14% | 1% | -11% | -0.9% | 0% | 0 | 1% | 0% | -1%
Cc1ccc(NC(=O)c2cccc3c2C(=O)N(C2CCCCC2)C3)c(Cl)c1 | ? | 3% | -4% | -13% | -5% | 0.1% | 2% | 11 | 2% | -2% | -1%
COc1ccc(C(=O)NC(=S)Nc2cccnc2)cc1Cl | 2% | 16% | 2% | -2% | 29% | -0.1% | 4% | -2 | 2% | -4% | 3%
CSCC[C@H](NC(=O)C1CCC(CNC(=O)[C@@H]2CCCN2C(=O)OC(C)(C)C)CC1)C(=O)O (stereo not given in full) | 1% | -14% | 0% | 0% | -3% | -0.3% | 2% | -4 | -9% | 5% | -4%
COc1ccc(-c2nnc3n(CCc4ccccc4)c(=O)c4ccccc4n23)cc1OC | -1% | -8% | -7% | 0% | -47% | -0.8% | 2% | -3 | 1% | -5% | -16%

Among those listed so far, 2 have a furan ring, fused or not:
SMILES | Eya2 inh | Integrin act MD | PTAP TSG101 blk | ASM inhibitor | BRCA1 expr up | B2AR arrestin | USP2a inh | TRPV1 agonist | uPA generation | ELG1 genotoxic | p53 reactivation
CCOc1cc(N2CCOCC2)c(OCC)cc1NC(=O)c1cc(-c2ccco2)nc2ccccc12 | 23% | 0% | -2% | -5% | -54% | 0.1% | 0% | 9 | 5% | -13% | -3%
O=C(COC(=O)c1cccnc1Cl)NCc1ccco1 | 5% | 7% | -3% | 0% | -2% | 0.0% | 4% | -1 | -1% | 4% | 0%

Back to the main list; the two compounds before the break are reprinted first.
SMILES | Eya2 inh | Integrin act MD | PTAP TSG101 blk | ASM inhibitor | BRCA1 expr up | B2AR arrestin | USP2a inh | TRPV1 agonist | uPA generation | ELG1 genotoxic | p53 reactivation
CSCC[C@H](NC(=O)C1CCC(CNC(=O)[C@@H]2CCCN2C(=O)OC(C)(C)C)CC1)C(=O)O (stereo not given in full) | 1% | -14% | 0% | 0% | -3% | -0.3% | 2% | -4 | -9% | 5% | -4%
COc1ccc(-c2nnc3n(CCc4ccccc4)c(=O)c4ccccc4n23)cc1OC | -1% | -8% | -7% | 0% | -47% | -0.8% | 2% | -3 | 1% | -5% | -16%
CCOC(=O)c1c(C)n(C)c2ccc(OCC(O)CN3CCCCCC3)cc12 (stereo not given) | 3% | -13% | 0% | -1% | 2% | 0.3% | -2% | 14 | -8% | 1% | 2%
COc1ccccc1NC(=O)Cn1cnc2c1c(=O)n(C)c(=O)n2C | 0% | -6% | -4% | 3% | -9% | 0.4% | -4% | 0 | -4% | -2% | 22%
COc1cccc(NC(=O)CN(C)C(=O)CC2CCCC2)c1 | / | 17% | -1% | 8% | 5% | / | / | / | 1% | / | /
COc1ccccc1N1CCN(C(=O)c2oc3c(c2C)C(=O)CC(C)(C)C3)CC1 | 8% | -34%[inhibitor] | 3% | 4% | -54% | 0.4% | 1% | 12 | -12% | -16% | 0%
N#C/C(=C\c1ccc(OC(=O)c2ccccn2)cc1)C(N)=O | -20% | -30% | -3% | 10% | -5% | -1.1% | 2% | 0 | 1% | 6% | -6%
CCOc1ccc(S(=O)(=O)NCC(c2ccc3c(c2)OCO3)N2CCN(C)CC2)cc1 (stereo not given) | -20% | ? | -1% | 1% | -27% | 0.2% | 2% | 13 | -5% | 1% | -3%
